FN deposition inh – fibronectin deposition inhibition; inhibition, % at 12.6 µM; AH1F fibroblasts, Alexa488-fibronectin deposition fluorescence, overnight; AID 743247; 350,000 tested, 0.086% active;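 active = mean inhibition across replicates of 30% or more, regardless of how many single replicates reach that level; inconclusive = mean under 30% yet at least half of replicates reach 30%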;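 note: positive control wells lacked labelled fibronectin entirely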
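Material – AH1F fibroblast monolayer, labelled fibronectin deposition · Reagent – labelled fibronectin 24 nM · Timing – 1 h adhesion, overnight exposure · Measured by – fluorescence at 485 nm excitation, 525 nm emission · Read-out – inhibition of fibronectin deposition signal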
GSIS activator – primary screen for activators of insulin secretion dependent on glucose, INS-1E cells, GLuc reporter luminescence; AID 743287; activation, % at 16.6 µM; INS-1E GLuc reporter insulin secretion, 2-3 h; 370,000 tested, 0.61% active;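 active = lowest replicate activation of at least 40%, so every replicate reaches that level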;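 note: 0% = median of neutral control wells and 100% = median of IBMX positive control wells; some compounds called inactive have numbers as strong as hits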
PAX8 inh HTS – lowers PAX8-driven luciferase in RMG-I cells | RMG-I TPO-luciferase reporter, SteadyGlo, 24 h | inhibition, % at 12.6 µM | 360,000 tested, 1.2% active;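 active = mean replicate inhibition at least 60% with every replicate also reaching 60%; inconclusive = only one of the two criteria is met; inactive = mean below 60% and not all replicates reaching 60%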;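 note: luciferase light reporting Pax8 driven TPO promoter activity; plate controls were median of neutral control wells for no effect and mitoxantrone controls for full effect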
EWS-Fli inh – blocks EWS/Fli oncoprotein-driven transcription | inhibition, % at 12.6 µM | 350,000 tested, 0.67% active | AID 651661 | A673 NR0B1-luciferase reporter, viability-normalised;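 active = mean inhibition of at least 50% after viability correction, with every replicate also passing that limit; inconclusive = mean reaches 50% but only one of two replicates passes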;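 note: firefly luciferase signal divided by Alamar Blue viability fluorescence both relative to DMSO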
DENV2 CPE rescue – inhibitors of DENV2 cytopathic effect; DENV2-infected cells, cytopathic effect rescue, plate reader; CPE inhibition, % at 9.99 µM; 350,000 tested, 1.7% active; AID 651640; in the data active = CPE inhibition above about 20%, passing the limit was not always enough; inconclusive = no clear call, values can overlap the other calls; tested in BHK-21 cells;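 note: 0% = median of neutral control wells and 100% = median of positive control wells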
miR-122 sensor – inhibitors of miR-122 in Huh7 cells. Huh7 miR-122 Renilla luciferase sensor, 48 h; neutral wells = 0, positive control = 100. activation (reporter increase), % at 12.5 µM. 340,000 tested, 0.3% active;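 active = mean replicate activation score at least 90 and every replicate individually at or above 90; inconclusive = only one of the two criteria met; inactive = neither criterion met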;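 note: higher luciferase means less miR-122 activity so hits act as miR-122 inhibitors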
F508del corr – correctors of CFTR F508del function in bronchial epithelial cells; CFBE cells, YFP halide quenching; stimulated with forskolin plus potentiator P3; % fluorescence drop versus neutral controls; activity (quench increase), % at 7.58 µM; 350,000 tested, 0.36% active;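 active = mean added fluorescence quench of at least 8% versus neutral control, with both replicates also reaching 8%; inconclusive = only one of the mean or replicate conditions met; inactive = mean below 8% and not both replicates reaching 8%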;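 note: cells transiently co-express mutant CFTR-F508del with the halide-sensitive YFP; corrector assay measuring rescue of mutant channel to the surface after 24 h compound exposure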
An asterisk follows results filed as active; ? = inconclusive; . = not tested or not shown; & = joins results of further samples; [ ] = dose if it differs, or a comment. Hits appear at their usual frequency, and some 3.9% of all compounds hit somewhere here.

Order of values – FN deposition inh	PAX8 inh HTS	F508del corr	DENV2 CPE rescue	GSIS activator	miR-122 sensor	EWS-Fli inh
COc1ccc(Cl)cc1C(=O)NCCCSc1ccccc1
→ -2	14	-0.2	2	-35	-2	1
Cc1ccc(O)c(C(=O)CC(=O)c2ccc(Cl)cc2)c1
→ -4	-214	-1.5	0	5	1	3
COc1ccc(NC(=O)N(C)C[C@@H]2Oc3ccc(NS(=O)(=O)c4ccc(F)cc4)cc3CC(=O)N([C@H](C)CO)C[C@@H]2C)cc1
→ .	.	1.5	3	-2	2[16.7 µM]	-10
CC(=O)COc1ccc2c(-c3ccccc3)cc(=O)oc2c1C
→ -2	7	-0.8	-3	12	.	-2
CSCCC(NC(=O)c1ccccc1Cl)C(=O)NNC(=O)c1ccncc1 (stereo not given)
→ .	-17	2.0	2	2	-3	0
Cc1oc2c(CN3CCCCC3C)c(O)ccc2c(=O)c1-c1ccc(Br)cc1 (stereo not given)
→ 13	13	-1.2	-1	-13	.	-7
COc1ccc(NC(=O)Nc2ccc3c(c2)C(=O)N([C@@H](C)CO)C[C@H](C)[C@H](CN(C)C(=O)Nc2ccc(OC)cc2)O3)cc1
→ .	11	-1.6	0	-3	-2[16.7 µM]	-6
C[C@H](CO)N1C[C@H](C)[C@@H](CN(C)C)Oc2cc(C3=CCCC3)ccc2S1(=O)=O
→ -2	.	-3.4	-4	11	3[16.7 µM]	-7
O=C(CN1C(=O)NC2(CCCc3ccccc32)C1=O)NCc1ccc(Cl)cc1Cl (stereo not given)
→ 1	55	5.0	?	-18	.	13
CC(Sc1nnc(Cc2ccccc2)n1C)C(=O)NC1CC1 (stereo not given)
→ -1	-2	3.2	18	7	.	-1
CCCCC(=O)N(CCOC)c1nnc(-c2ccc(OC)cc2)s1
→ -13	6	.	.	.	1	.
Cc1cc(C)n2nc(SCc3ccccc3C(=O)O)nc2n1
→ -2	7	0.5	-1	-1	1	4
COCCCN1CC(=O)N2C(c3cccc(OC)c3)c3[nH]c4ccccc4c3C[C@H]2C1=O (stereo not given in full)
→ -20	27	2.1	0	-2	25	11
C[C@@H]1CN([C@H](C)CO)C(=O)c2cccc(NC(=O)c3ccncc3)c2O[C@@H]1CN(C)CC1CCCCC1
→ -21	-1	0.8	.	21	1[16.7 µM]	-5
C[C@H]1CN([C@@H](C)CO)C(=O)c2cccc(NC(=O)C3CC3)c2O[C@H]1CN(C)CC1CCCCC1
→ 0	6	-0.7&0.1	6&1	8&3	19[16.7 µM]	-1&-3
O=P(c1ccccc1)(c1ccccc1)C(c1ccccn1)P(=O)(c1ccccc1)c1ccccc1
→ 5	-13	-0.5	5	-15	21	8
CCOc1ccc(OCC)c(NC(=O)CSCC(=O)O)c1
→ 7	16	.	.	.	-4	.
C/C=C/c1ccc([C@H]2[C@@H](CO)N(CC3CCCC3)[C@H]2CNS(C)(=O)=O)cc1
→ -8	-10	-0.5	-11	-4	36[16.7 µM]	5
COC(=O)[C@@]1(Cc2ccccc2)[C@H]2C(=O)N(C)C(=O)[C@H]2[C@H]2CN=C(SCC3CC3)N21
→ 4	7	3.9	7	0	-3	-3
C=CCC1NS(=O)(=O)OC(CCc2ccccc2)C1O (stereo not given)
→ 4	-4	-0.8	-7	.	4	-50

By substructure: those above containing an aryl thioether with sulfur outside any ring.
Order of values – FN deposition inh	PAX8 inh HTS	F508del corr	DENV2 CPE rescue	GSIS activator	miR-122 sensor	EWS-Fli inh
COc1ccc(Cl)cc1C(=O)NCCCSc1ccccc1
→ -2	14	-0.2	2	-35	-2	1
CC(Sc1nnc(Cc2ccccc2)n1C)C(=O)NC1CC1 (stereo not given)
→ -1	-2	3.2	18	7	.	-1
Cc1cc(C)n2nc(SCc3ccccc3C(=O)O)nc2n1
→ -2	7	0.5	-1	-1	1	4

The listing continues:
Order of values – FN deposition inh	PAX8 inh HTS	F508del corr	DENV2 CPE rescue	GSIS activator	miR-122 sensor	EWS-Fli inh
O=C(c1ccncc1)N1C[C@H]2[C@@H](c3ccccc31)[C@@H](CO)N2C(=O)Nc1ccccc1Cl
→ .	-5	-0.4	?	9	4[16.7 µM]	7
CCn1c(SCC(=O)N2CCCC2)nc2c1c(=O)n(C)c(=O)n2C
→ .	.	-1.5	2	21	-2	8
COc1ccc(-c2nc(CS(=O)(=O)CC(=O)NCc3ccccc3OC)c(C)o2)cc1
→ 0	0	-0.2	-6	5	-1	3
C[C@H]1CN([C@@H](C)CO)C(=O)c2cc(C#CCN(C)C)cnc2O[C@@H]1CN(C)C(=O)CCN1CCCCC1
→ 5	-15	.	?	8	-4[16.7 µM]	-2
COC(=O)/C=C1\SC(=Nc2ccc(Cl)c(Cl)c2)NC1=O
→ -7	-3	0.9	1	9	7	2
Cc1ccc(S(=O)(=O)Nc2ccc3c(c2)C(=O)N([C@H](C)CO)C[C@H](C)[C@H](CN(C)C(=O)Nc2ccc(C(F)(F)F)cc2)O3)cc1
→ .	.	1.4	-10	-17	4[16.7 µM]	6
COc1cc(OC)c(N(C)S(=O)(=O)c2cccc(C(=O)OCc3c(C)noc3C)c2)cc1Cl
→ 6	31	1.4	-3	-4	.	3
Cc1ccccc1C(=O)Nc1cccc(C(=O)N/N=C/c2ccccn2)c1
→ -2	16	0.5	-2	-2	1	-4
O=C1[C@H]2[C@@H](c3ccc(F)cc3)N3C(=O)N(c4ccc(Br)cc4)C(=O)[C@@]3(Cc3ccccc3)[C@H]2C(=O)N1C1CCCCC1
→ -16	40	0.9	11	19	-15	9
CCOC(=O)c1c(SCc2ccccc2)n[nH]c1N
→ 3	-13	1.7	?	30	-6	16
C[C@@H]1CN([C@@H](C)CO)C(=O)c2cccc(NS(=O)(=O)c3ccc(F)cc3)c2O[C@@H]1CN(C)C(=O)Nc1cccc2ccccc12
→ 2	.	-2.0	3	-10	31[16.7 µM]	4
C[C@H](CO)N1C[C@H](C)[C@H](CN(C)C(=O)C2CCC2)Oc2ncc(C3=CCCC3)cc2C1=O
→ .	.	0.9	30*	13	22[16.7 µM]	-11
CCN1C[C@@H]2[C@@H]3C(=O)N(C)C(=O)[C@@H]3[C@](C)(C1=O)N2C(=O)c1ccc(C(C)(C)C)cc1
→ 3	-9	-2.9	-1	-7	12	-9
O=C(C1CC1(c1ccccc1)c1ccccc1)N1CCOCC1 (stereo not given)
→ -4	-11	.	.	.	-3	.
COc1ccccc1N(CC(=O)NC1CCCC1)C(=O)c1oc(C(C)(C)C)cc1C
→ 1	5	1.8	3	-43	.	3
C[C@@H]1CN([C@@H](C)CO)C(=O)c2cc(NC(=O)CCN3CCOCC3)ccc2O[C@H]1CN(C)Cc1ccc(Cl)c(Cl)c1
→ .	-2	7.8	1	-2	3[16.7 µM]	.
C[C@@H]1CN([C@H](C)CO)C(=O)Cc2cc(NC(=O)CCCCCC(=O)Nc3ccccc3N)ccc2O[C@H]1CN(C)Cc1ccc(Cl)c(Cl)c1
→ .	19	-1.6	0	20	.	17
COc1ccc(CCNC(=O)C(=O)c2cn(CC(=O)N3CCOCC3)c3ccccc23)cc1
→ -2	-18	-0.3	-2	-15	-6	-12
COc1cccc(C=C2Cc3ccccc3C2=O)c1
→ 4	-34	1.3	-4	17	.	-100
CCn1c(SCC(=O)N/N=C/c2c[nH]c3ccccc23)nnc1-c1ccc(C(C)(C)C)cc1
→ -3	16	.	2	-13	.	13
Nc1ccc2cc3[nH]c4cc(N)ccc4c3nc2c1
→ -425	90*	6.5	3	.	-3	42
Cc1cccc(N(O)C(=O)Nc2cccc(Cl)c2)c1
→ -1	-90	-1.7	1	-6	-2	-50
Cc1ccc([C@@H]2[C@@H]3C(=O)N(C)C(=O)[C@@H]3[C@]3(C)C(=O)N(Cc4ccc(-c5ccccc5)cc4)CC(=O)N23)o1
→ 8	13	-0.9	92*	.	-2	-1
CN1C2C=C(N(CCc3ccccc3)C(=O)c3ccc(Cl)cc3)CC1CC2 (stereo not given)
→ 8	10	-0.5	0	-6	.	5
O=C1CCCN1CCNC(=S)Nc1ccccc1
→ .	.	1.3	7	-3	0	3
CO[C@H](CN(C)S(=O)(=O)c1ccccc1)[C@@H](C)CN(Cc1ccccc1Cl)[C@H](C)CO
→ 1	.	3.4	-6	-2	.	15
CCCNC(=O)C1(C)CCN1C(=O)Cc1ccc(C(C)C)cc1 (stereo not given)
→ -3	-10	-0.3	3	14	4	13
C[C@@H]1CN([C@H](C)CO)C(=O)CCCn2cc(nn2)CO[C@@H]1CN(C)Cc1cccc(C(F)(F)F)c1
→ -9	4	-1.9	.	5	-2[16.7 µM]	-7
CCNC(=O)CN1C(=O)NC2(CCOc3ccccc32)C1=O (stereo not given)
→ 3	13	-1.2	4	13	-6	6
C[C@H](O)C#Cc1cnc2c(c1)C(=O)N([C@@H](C)CO)C[C@@H](C)[C@@H](CN(C)C(=O)c1ccccc1)O2
→ -7	.	-0.1	9	11	-4[16.7 µM]	-5
CCCn1nc(C(=O)Nc2ccc(-n3cnnn3)cc2)c2ccccc2c1=O
→ 4	.	2.4	9	11	11	-3
Cc1ccc2c(c1)sc[n+]2Cc1ccccc1
→ .	.	-0.2	0	10	7	-87
CCOc1cc(/C=C(/C#N)c2ccc(Cl)cc2)cc(Cl)c1OCC(=O)O
→ 24	22	-1.9	6	36	.	67*
C[C@H]1CCCCO[C@H](CN(C)Cc2ccc(Cl)c(Cl)c2)[C@@H](C)CN([C@@H](C)CO)C(=O)c2cc(NS(=O)(=O)c3ccccc3)ccc2O1
→ .	5	0.3	-13	-24	.	15
C=CCN1CCOc2ccc(C)cc2S1(=O)=O
→ 2	-1	1.1	15	.	.	-17
CC(C)(C)c1ccc(-c2noc(CCC(=O)N3CCOCC3)n2)cc1
→ 3	-63	3.4	-3	-6	.	5
CC(C)Cn1c(NCCO)nc2ccccc21
→ -3	0	.	.	.	-7	.
NS(=O)(=O)c1ccc(C(=O)O)cc1
→ -3	6	1.5	2	8	-3	-5
Cn1c(=O)c2[nH]c(CCCCCc3nc4ccccc4[nH]3)nc2n(C)c1=O
→ -1	22	3.2	9	5	-7	-60
O=C(CCS(=O)(=O)c1ccccc1)N1CCN(c2cccc(C(F)(F)F)c2)CC1
→ -14	.	-1.0	-4	-25	0	6
Cc1ccc(C(=O)Nc2c3c(nn2C(C)(C)C)CS(=O)(=O)C3)cc1[N+](=O)[O-]
→ -3	3	-0.4	4	-5	-4	4
COC(=O)c1ccc2nc(-c3ccco3)c(Cc3ccccc3OC)n2c1
→ -26	-15	-2.2	?	-1	.	31
CCc1ccc(N2C(=O)CN(Cc3ccc(OC)c(OC)c3)C2=S)cc1
→ 6	15	.	?	7	-3	8

Record cards (already shown).
Listed for CC(C)Cn1c(NCCO)nc2ccccc21 : FN deposition inh: -3; PAX8 inh HTS: 0; F508del corr: .; DENV2 CPE rescue: .; GSIS activator: .; miR-122 sensor: -7; EWS-Fli inh: .
Listed for COC(=O)c1ccc2nc(-c3ccco3)c(Cc3ccccc3OC)n2c1 : FN deposition inh: -26; PAX8 inh HTS: -15; F508del corr: -2.2; DENV2 CPE rescue: ?; GSIS activator: -1; miR-122 sensor: .; EWS-Fli inh: 31
